Bioassay records: PubChem BioAssay, several laboratories
Salmonella PhoP GFP – PhoP-dependent GFP reporter repression – Salmonella Typhimurium, primary screen (AID 1863); S. Typhimurium PhoP-regulated promoter GFP reporter, 4 h; higher % means a stronger effect; inhibition, % at 50 µM; hits with a dose series show IC50 in µM; hit rate 0.16% among 300,000;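 active = inhibition over 29.93%, a cutoff 3 SD above the screen mean, later confirmed by dose response; inconclusive = inhibition over 29.93% but no dose response follow-up; inactive = inhibition at most 29.93% or unconfirmed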;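 also: 0% = low Mg2+ inducing control and 100% = high Mg2+ repressing control; strong numbers were not always called active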
K1F lysis inhibition – protection from phage-mediated lysis, alamar blue read-out – E. coli UTI89, K1F phage, bacterial capsule biogenesis inhibitors (AID 488966) | one-dose inhibition, % at 100 µM; IC50 in µM for titrated hits | hit rate 0.02% among 340,000 | E. coli UTI89 K1F phage lysis, alamar blue, 2 h; higher % means a stronger effect;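 active = phage lysis inhibition, versus mean bacterial control, above a set limit; inconclusive = no clear call, values can overlap the other calls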;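 also: capsule biogenesis inhibitors block K1F phage lysis so surviving cells raise fluorescence; higher fluorescence means more inhibition of phage lysis; actives were called in the ten point dose series up to 300 µM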
NS5 inhibitors – Dengue-2 NS5 methyltransferase inhibitors, primary screen, biochemical, confirmation dose response (AID 588689). Dengue-2 NS5 methyltransferase capping enzyme assay, biochemical; higher % means a stronger effect. one-dose inhibition, % at 25 µM; IC50 in µM for titrated hits. hit rate 0.3% among 340,000; in the data active = a potency from the dose series; inconclusive = inhibition above about 29% without an active follow-up result
MgcRacGAP inhibition – MgcRacGAP GTPase-activating activity inhibitors, confirmation, biochemical, ADP Hunter fluorescence; MgcRacGAP-stimulated Rac1 GTP hydrolysis, ADP Hunter fluorescence; higher % means a stronger effect; GST-tagged Rac1 F28L mutant substrate; one-dose inhibition, % at 30 µM; IC50 in µM for titrated hits; hit rate 0.6% among 340,000; AID 624330;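 active = first-screen hits whose inhibition reached a set limit at any dose in the follow-up dose series; inconclusive = inhibition above the set first-screen limit but never retested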;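 also: fluorescence reports GDP produced by GAP-driven GTP hydrolysis; strong numbers were not always called active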
HIV fusion peptide – inhibitors of HIV fusion peptide binding, primary screen, biochemical, uHTS, fluorescence dequenching (AID 1986). cell-free peptide binding, fluorescence dequenching, 30 min; higher % means a stronger effect. inhibition, % at 20 µM; hits with a dose series show IC50 in µM. hit rate 0.3% among 290,000; in the data active = inhibition mostly above about 52%, no sharp cut-off; inactive = mostly below about 76%; also: some results filed as inactive read as strong as hits
RSV antiviral HEp-2 – RSV antiviral activity via CPE protection, HEp-2 cells, primary 10 µM value included (AID 2391); CPE inhibition, % at 10 µM; hits with a dose series show IC50 in µM; hit rate 0.13% among 310,000; HEp-2 cells, RSV-induced CPE inhibition; higher % means a stronger effect; in the data active = a potency from the dose series; inconclusive = CPE inhibition mostly from about 23% at the one dose, without a potency; inactive = the rest, 99 in 100 with CPE inhibition below about 21%; also: strong numbers were not always called active
GPR35 arrestin U2OS – inhibition of zaprinast-stimulated GPR35 beta-arrestin translocation – imaging, U2OS, beta-arrestin-GFP, zaprinast agonist, primary screen (AID 2058) | U2OS GPR35 beta-arrestin-GFP translocation imaging, zaprinast antagonism; higher % means a stronger effect | inhibition, % at 10 µM; hits with a dose series show IC50 in µM | hit rate 0.052% among 290,000;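 active = inhibition of at least 50% with at least 30 cells and total cytoplasm GFP at most 10,000,000; inconclusive = under 30 cells or total GFP of 10,000,000 plus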
GPR55 antagonists – GPR55 antagonists blocking LPI-driven arrestin recruitment, primary screen, imaging, U2OS, beta-arrestin-GFP, LPI agonist (AID 2013); U2OS GPR55 beta-arrestin-GFP translocation imaging, LPI antagonism; higher % means a stronger effect; inhibition, % at 10 µM; hits with a dose series show IC50 in µM; hit rate 0.13% among 290,000;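 active = spots per cell inhibited over 60%, with over 100 cells counted and total cytoplasm intensity under 500,000; inconclusive = wells with under 100 cells, flagged as likely toxic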;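 also: U2OS cells stably carrying GPR55 and arrestin-GFP stimulated by 5 µM LPI near EC80; imaged beta-arrestin-GFP aggregate spots per cell after agonist stimulation; plate controls were LPI-stimulated DMSO wells for no effect and DMSO wells without LPI for full effect; some results filed as inactive read as strong as hits; confirmed hits need IC50 under 10 µM and bright autofluorescent wells are also inconclusive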
Large T inhibition – TAg ATPase/helicase activity blockers – biochemical (AID 1903); inhibition, % at 20 µM; hits with a dose series show IC50 in µM; SV40 large T antigen ATPase/helicase inhibition assay; higher % means a stronger effect; hit rate 0.39% among 310,000; in the data active = a potency from the dose series; inconclusive = inhibition mostly from about 32% at the one dose, without a potency; inactive = the rest, 99 in 100 with inhibition below about 32%; also: strong numbers were not always called active
Active calls of the source: *; u = inconclusive; x = not tested or not shown; [ ] = remark or other dose.

SMILES	Salmonella PhoP GFP	K1F lysis inhibition	NS5 inhibitors	MgcRacGAP inhibition	HIV fusion peptide	RSV antiviral HEp-2	GPR35 arrestin U2OS	GPR55 antagonists	Large T inhibition
CSc1nc(NC(C)(C)C)nc(N2CCOCC2)n1	-3%	0.8%	-4%	8%	-0.1%	4.6%	-2%	-2%	18%
COc1ccccc1Nc1nc(C)cc(C)n1	0%	0.7%	-4%	4%	1.5%	4.4%	3%	2%	8%
CC(OC(=O)CN1C(=O)c2ccccc2C1=O)C(=O)NC1CCCC1 (centres undefined)	10%	-0.1%	-10%	2%	-0.3%	0.6%	-19%	9%	5%
COc1cc(CN2CCNC(=O)C2CC(=O)NCCc2ncccc2C)cc(OC)c1 (centres undefined)	7%	0.8%	-2%	-3%	-0.2%	1.1%	13%	0%	10%
NC(=O)C1(N2CCCCC2)CCN(c2nc(-c3ccc(Br)cc3)cs2)CC1	5%	6.4%	2%	3%	-0.8%	2.1%	1%	-2%	8%
CCC(=O)c1cn([C@H](CCC(OC)OC)CC(=O)OC(C)(C)C)cc1CC	9%	1.6%	-1%	5%	x	1.0%	x	x	9%
CCN(CC(=O)NCc1ccc(F)cc1)C(=O)/C=C/c1ccc(OC)cc1	10%	0.0%	-7%	9%	1.3%	1.1%	10%	17%	4%
Cc1ccc(-c2nnc(N3CCCCC3)c3ccccc23)cc1	-7%	0.3%	-2%	11%	0.3%	x	-3%	-6%	11%
CCOc1cc(/C=C/c2nc3ccccc3c(=O)[nH]2)cc(Br)c1OC	-2%	x	x	x	0.0%	-3.0%	-1%	-24%	0%
COc1ccc2nc(C)cc(N3CCN(S(=O)(=O)c4ccccc4F)CC3)c2c1	x	1.4%[50 µM]	-1%	11%	x	1.3%	x	x	x
O=C1CCCc2ccccc2N1Cc1ccccc1Cl	5%	0.7%	1%	3%	-2.4%	0.4%	-3%	10%	3%
Clc1ccc2c(c1)c1ccccc1n2CN1CCOCC1	-7%	1.7%	-4%	7%	1.8%	5.7%	-3%	-10%	4%
CC(C)(C)OC(=O)[C@H](Cc1ccccc1)NC(=O)c1[nH]cnc1C(=O)N[C@@H](Cc1ccccc1)C(=O)OCc1ccccc1	10%	0.7%	-3%	16%	1.2%	1.0%	-6%	9%	0%
O=C(COC(=O)C1CCN(S(=O)(=O)c2cccc3cccnc23)CC1)c1ccc(F)cc1	7%	2.5%	-3%	1%	-2.2%	2.2%	-1%	2%	6%
COCCn1c(SCC(=O)Nc2nc(C)c(Cl)cc2Cl)nc2ccccc21	-6%	4.9%	1%	2%	1.7%	0.8%	17%	-3%	8%
Cc1ccc(S(=O)(=O)/N=C2/NC(=O)/C(=C/c3cccnc3)S2)cc1	2%	-0.6%	15%	16%	14%	0.5%	-1%	x	10%
Cc1ccc(NC(=O)C(Cc2ccccc2)NC(=O)c2ccco2)cc1 (centres undefined)	-3%	-0.5%	-6%	2%	2.6%	0.2%	14%	16%	6%
CNCC(O)C(O)C(O)C(O)CO (centres undefined)	0%	1.2%	3%	3%	0.6%	1.9%	-4%	10%	9%
COc1ccccc1C(=O)NCCC(=O)Nc1ccc(S(=O)(=O)N2CCCC(C)C2)cc1 (centres undefined)	x	0.1%[50 µM]	-5%	6%	x	10.0%	x	x	x
CS(=O)(=O)N1N=C(c2ccc(Br)cc2)CC1c1cccs1 (centres undefined)	4%	-0.2%	-1%	0%	-2.6%	4.6%	2%	12%	11%
CCOc1cc(N2CCOCC2)c(OCC)cc1NC(=O)c1cccc(N(C)C)c1	-2%	0.0%	-1%	13%	-2.1%	3.0%	19%	10%	13%
O=C(COC(=O)c1cccc(O)c1)Nc1ccc(OC(F)F)cc1	-5%	0.2%	-2%	3%	-0.3%	0.4%	10%	-12%	1%
Cn1c(=O)c2c(nc(Oc3ccccc3Cl)n2C)n(C)c1=O	5%	0.4%[50 µM]	1%	-2%	-1.1%	2.4%	-2%	-6%	18%
CC1=[N+](C)N(c2ccccc2)C(=O)C1N=Cc1ccc(Cl)cc1 (centres undefined)	-9%	1.6%	x	2%	0.7%	1.0%	3%	14%	21%
CCc1ccc(NC(=S)N2CCCC(C(F)(F)F)C2)cc1 (centres undefined)	-12%	0.2%	-3%	7%	-0.3%	3.4%	0%	0%	3%
CCn1c(OC)nc2c1c(=O)n(C)c(=O)n2C	3%	0.1%	0%	11%	0.7%	1.3%	-3%	-14%	3%
NC(=O)C1CCN(C(=O)CSc2ccccn2)CC1	-5%	0.8%	-3%	3%	2.3%	0.9%	-14%	12%	1%
CN(C(=O)CSc1nnc(-c2cccc(F)c2)n1N)C1CCS(=O)(=O)C1 (centres undefined)	2%	0.2%	-1%	4%	-1.5%	2.0%	-18%	-10%	10%
CCn1c(SCCOc2ccc(Cl)cc2)nnc1-c1cccs1	-1%	-0.7%	-1%	8%	1.3%	u	1%	10%	12%
COc1ccc(-n2c(COc3ccc(Cl)cc3)nnc2SCc2ccc(C#N)cc2)cc1	-3%	-2.1%	-7%	2%	2.1%	9.4%	-11%	0%	21%
O=C(Nc1cccnc1)c1ccccc1Oc1ccccc1	4%	0.9%	1%	7%	-1.0%	1.8%	10%	2%	-8%
CN1C(=O)c2cccc3c(S(=O)(=O)NCc4ccco4)ccc1c23	0%	-0.1%	-1%	17%	0.6%	-3.1%	14%	12%	2%
CS(=O)(=O)N1N=C(c2ccccc2)CC1c1cccs1 (centres undefined)	9%	0.6%	-8%	11%	0.9%	-0.6%	8%	4%	0%
Nc1cccc(-c2nc3ccc(N)cc3s2)c1	51%	-1.0%	1%	11%	-2.0%	-2.5%	-22%	34%	12%
CCOc1nc(-c2ccc(OC)cc2)ccc1-c1noc(-c2ccncc2)n1	x	-0.4%	0%	13%	-3.1%	x	8%	3%	x
C/C(=N\NC(=O)c1cc2c(s1)CCC(C)C2)c1cccnc1 (centres undefined)	3%	0.2%	13%	9%	0.2%	13%	-12%	-2%	2%
CC(C)c1onc(C(=O)N2CCOCC2)c1[N+](=O)[O-]	-1%	0.1%	-3%	10%	-0.9%	2.2%	-1%	-4%	10%
O=[N+]([O-])c1ccc(C2=CSC3=NCCN23)cc1	x	0.3%	7%	11%	x	0.5%	x	x	10%
Cc1ccc(S(=O)(=O)Nc2ccc(Cl)cn2)cc1C	4%	0.8%	x	18%	-0.9%	1.2%	18%	14%	13%
CC1CN(C(=S)SCC(=O)c2ccccc2)CC(C)O1 (centres undefined)	-15%	2.2%	-3%	11%	-1.3%	2.5%	-6%	19%	2%
Fc1ccc(C2c3[nH]c4ccccc4c3CCN2CCCn2cccn2)cc1 (centres undefined)	-9%	0.1%	7%	14%	-1.4%	1.8%	-4%	-12%	18%
CCN(CC)C(=S)SC1=CCS(=O)(=O)C1	2%	x	x	x	-0.2%	0.6%	-18%	4%	-6%
Cc1cc(C)c(C)c(S(=O)(=O)N2CCN(C)CC2)c1C	3%	0.7%	-3%	10%	-0.7%	-1.1%	12%	4%	5%
CC1(C)CC(=O)c2cc(OCC(=O)NCC3CCCO3)ccc2O1 (centres undefined)	6%	8.4%	-4%	0%	-0.6%	0.9%	13%	18%	4%
CC(SC1=NCCN1S(=O)(=O)c1ccccc1)c1ccccc1 (centres undefined)	-1%	0.1%[50 µM]	-1%	6%	2.4%	5.5%	-12%	6%	9%
CCN(CC)c1ccc(N2C(=O)/C(=C/c3ccccn3)SC2=S)cc1	-7%	-0.3%	-9%	-6%	-1.0%	x	-5%	5%	11%
CCc1nnc(NS(=O)(=O)c2ccc(NC(=O)c3ccc(Cl)cc3)cc2)s1	-2%	0.2%	14%	7%	18%	0.0%	-14%	4%	10%
O=C(Nc1ccc(F)cc1F)c1cc(-c2ccco2)on1	-4%	4.4%	3%	1%	5.5%	x	-10%	14%	-16%
O=C(O)[C@@H]1CCCN1S(=O)(=O)c1cccc(S(=O)(=O)N2CCC[C@H]2C(=O)O)c1	0%	0.5%	-9%	12%	-1.9%	0.2%	12%	3%	3%
CCCN1CCC(=O)N([C@H](CSc2ccccc2)Cc2ccccc2)CC1	7%	-0.6%	-8%	5%	0.9%	-2.0%	14%	14%	0%
OCCCNc1ncnc2c1cnn2-c1ccc(Cl)cc1	-6%	0.0%	-14%	6%	0.0%	u	-7%	-8%	6%
Cc1ccc(NC(=O)CSCc2ccco2)cc1	6%	3.9%	x	2%	0.4%	0.5%	-13%	15%	8%
N#Cc1cc(Br)ccc1N=C1CCCN1c1ccccc1	-3%	0.0%	0%	5%	0.4%	0.5%	-13%	-5%	-1%
CC(/C=C/c1ccc2c(c1)OCO2)=N\NC(=O)C(O)c1ccccc1 (centres undefined)	0%	0.0%	-2%	2%	-2.4%	x	9%	8%	13%
O=C(/C=C/c1ccc(S(=O)(=O)N2CCOCC2)cc1)NCc1ccccc1Cl	-11%	2.0%	-4%	1%	0.6%	10%	-7%	-4%	6%
CN(C)c1ccc(C(CNS(=O)(=O)c2ccc([N+](=O)[O-])cc2)N2CCOCC2)cc1 (centres undefined)	3%	0.2%[50 µM]	-14%	3%	x	-1.8%	x	x	19%
O=C(N/N=C/c1ccccc1Cl)C1CC1	9%	-0.4%[50 µM]	-5%	0%	-1.1%	0.5%	-2%	8%	14%
CCOc1ccc(N(CC(=O)NCCc2ccc(OC)cc2)S(C)(=O)=O)cc1	-5%	-0.1%	1%	12%	-1.0%	0.2%	12%	11%	17%
COc1ccc(N2CCN(CC(=O)Nc3ccc(C)cc3)CC2)cc1	-7%	0.1%	-6%	6%	0.9%	-2.2%	-4%	-5%	17%
CCOC(=O)N1CCC(NC(=O)c2cc(C)c3c(C)nn(-c4ccccc4)c3n2)CC1	-9%	8.1%	-6%	2%	-2.4%	0.4%	-5%	22%	8%
Cc1ccc(C(=O)CSc2nnc(COc3cccc4cccnc34)o2)cc1	20%	1.6%	6%	3%	7.1%	u	1%	-4%	-2%
